# TRHR agonist – qHTS for Small Molecule Agonists and Allosteric Enhancers of Human TRH Receptor: Primary Screen for Agonists; TRHR cells, calcium flux fluo-8, FDSS agonist mode; activation, % at 2 µM; 360,000 compounds, 0.18% hits; AID 493084, 2011; in the data active = activation above about 30%; also: 0% is about no effect
#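 Fluo-8-loaded TRHR cells; 10 s baseline, compound added, kinetic Ca2+ fluorescence read 1/s, agonist mode.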
# ERG Ets-DNA blk – qHTS for Small Molecule Inhibitors of the ERG Ets/DNA interaction. Transcriptional regulator ERG (Homo sapiens), P11308. fluorescence polarization, His-ERG Ets domain / labelled DNA. Potency, µM (highest dose often 76.9 µM), for the others: at the top dose FP activity, negative = inhibition, usual class: inhibitors. 370,000 compounds, 0.028% hits. AID 624246, 2012; active = well fitted inhibition curve with a large enough effect in the polarisation, with a control signal flat; inconclusive = small, poorly fitted or top-dose-only effect, or effect the other way, or a change in a side signal; inactive = no such curve, though single readings can be large or run the other way; the % refers to the polarisation;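 also: polarization taken with two DNA probes labelled with fluorescein and Texas red; potency is read from the fitted curve at half-maximal effect; % of control where 0% means no effect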
#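 His-tagged ERG Ets domain (1 uM in the protein solution; 300mM KCl, 50mM Tris-HCl, 1mM EDTA, 1mM DTT, pH 7.5) received compound, then a probe mix of 5 nM fluorescein-DNA and 100nM Texas-615-DNA. Fluorescence polarization was read for both dyes.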
# Pol beta inh – qHTS Assay for Inhibitors of DNA Polymerase Beta; P06746; Pol beta primer extension/strand displacement, fluorescence kinetic; Potency, µM (top dose mostly 114 µM), for inactives: at the highest dose activity change, negative = inhibition, hits mostly inhibitors; 340,000 compounds, 1.3% hits; AID 485314, 2010; also: potency is read from the fitted curve at half-maximal effect; % is scaled to controls: 0 for no effect and ±100 for the full control effect
#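 Preincubation: enzyme (10 nM) with compound, 15 min, RT. Reaction: substrate added to 50 nM final. Reads: 0 and 10 min. Analysis: normalized, Hill fit.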
# APEX1 inh – qHTS Assay for Inhibitors of the Human Apurinic/apyrimidinic Endonuclease 1 (APE1); DNA repair nuclease/redox regulator APEX1 (Homo sapiens), P27695; recombinant APE1, TAMRA/BHQ-2 abasic DNA cleavage fluorescence; Potency, µM (top dose mostly 65.8 µM), without a hit: at the highest dose activity change, negative = inhibition, most hits filed as inhibitors; 350,000 compounds, 0.35% hits;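 also: potency is read from the fitted curve at half-maximal effect; plate controls were vehicle for no effect and reference inhibitor for full effect; nearly all actives have a fitted effect of over 55% in size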
#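 Quantitative HTS: incision of a TAMRA/BHQ-2 double-stranded substrate bearing a tetrahydrofuran abasic site by 0.75 nM APE1 raises fluorescence. Substrate 50 nM final, added after 15 min compound preincubation at room temperature; progress as third-minus-first kinetic read difference.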
# POLK inh – qHTS for Inhibitors of Polymerase Kappa. DNA polymerase kappa (Homo sapiens), Q9UBT6. 400,000 compounds, 0.53% hits. purified Pol kappa, fluorescent DNA synthesis assay, 10 min. Potency, µM (top dose mostly 107 µM), without a hit: top-dose activity, negative = inhibition, most hits filed as inhibitors; also: potency is read from the fitted curve at half-maximal effect; % is scaled to controls: 0 for no effect and ±100 for the full control effect
#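 Enzyme at 10 nM met test compounds for 15 min at room temperature. Substrate addition (50 nM final) began the reaction, which was monitored by fluorescence at 0 and 10 min.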
# Pol iota inh – qHTS for Inhibitors of Polymerase Iota | DNA polymerase iota (Homo sapiens), Q9UNA4 | Pol iota fluorescent replication assay, 10 min | Potency, µM (top dose mostly 115 µM), inactives show at the top dose activity, negative = inhibition, actives largely listed as inhibitors | 390,000 compounds, 1% hits | AID 588590, 2011; also: potency is read from the fitted curve at half-maximal effect
#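 Pol iota at 10 nM preincubated 15 min with compounds at room temperature; reaction started with fluorescent substrate, 50 nM final. Fluorescence read kinetically at 0 and 10 min; buffer-only wells as negative control.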
# ALOX12 inh – Primary qHTS assay for inhibitors of human arachidonate 12S-lipoxygenase (ALOX12): Round 2 | Potency, µM (top dose mostly 108 µM), for the others: at the highest dose activity change, negative = inhibition, most hits filed as inhibitors | Polyunsaturated fatty acid lipoxygenase ALOX12 (Homo sapiens), P18054 | 580,000 compounds, 1.1% hits | AID 1671190, 2021 | purified 12hLO, xylenol orange hydroperoxide absorbance; also: potency is read from the fitted curve at half-maximal effect; % is scaled to controls: 0 for no effect and ±100 for the full control effect
# Target sequence (P18054 whole entry, looked up): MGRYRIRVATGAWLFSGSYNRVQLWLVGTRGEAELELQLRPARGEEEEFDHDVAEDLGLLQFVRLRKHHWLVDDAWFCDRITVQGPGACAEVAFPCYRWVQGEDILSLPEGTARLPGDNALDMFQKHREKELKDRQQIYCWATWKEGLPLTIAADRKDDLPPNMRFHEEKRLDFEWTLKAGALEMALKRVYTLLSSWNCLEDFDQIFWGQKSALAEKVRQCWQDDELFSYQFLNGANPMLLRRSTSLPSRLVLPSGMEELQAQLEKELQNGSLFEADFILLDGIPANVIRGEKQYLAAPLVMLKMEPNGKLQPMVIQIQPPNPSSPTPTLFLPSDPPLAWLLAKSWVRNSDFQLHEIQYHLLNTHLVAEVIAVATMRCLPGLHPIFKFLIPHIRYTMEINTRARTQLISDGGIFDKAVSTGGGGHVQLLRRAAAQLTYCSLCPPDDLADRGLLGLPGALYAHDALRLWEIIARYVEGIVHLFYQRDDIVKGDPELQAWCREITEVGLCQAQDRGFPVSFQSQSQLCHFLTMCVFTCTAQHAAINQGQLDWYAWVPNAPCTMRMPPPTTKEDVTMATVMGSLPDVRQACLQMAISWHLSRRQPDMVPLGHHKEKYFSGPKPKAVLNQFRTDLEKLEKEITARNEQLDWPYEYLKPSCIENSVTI
#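 Purified human 12hLO at 150 nM in 25 mM Hepes, 0.01% Triton X-100, pH 7.0, preincubated 15 min at room temperature with compound. Reaction started with 40 uM arachidonic acid, 30 min at room temperature. Hydroperoxide measured by Fe-xylenol orange, 573/405 nm absorbance ratio.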
# Anesthetic bind – qHTS Assay for Identification of Novel General Anesthetics | 350,000 compounds, 0.074% hits | Potency, µM (top dose mostly 77.5 µM), for inactives: at the highest dose activity change, negative = displacement, hits mostly inhibitors | Ferritin light chain (Equus caballus), P02791 | AID 485281, 2010 | apoferritin/1-aminoanthracene competitive binding, fluorescence; also: potency is read from the fitted curve at half-maximal effect; % is scaled to controls: 0 for no effect and ±100 for the full control effect; nearly all actives have a fitted effect of over 20% in size
# Target sequence (P02791 2-175 limits assumed): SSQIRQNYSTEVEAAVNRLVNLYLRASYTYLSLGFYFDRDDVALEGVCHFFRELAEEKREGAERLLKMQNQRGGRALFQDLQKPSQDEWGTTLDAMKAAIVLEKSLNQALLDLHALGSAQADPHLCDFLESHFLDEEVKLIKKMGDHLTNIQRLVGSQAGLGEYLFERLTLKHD
#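 Probe: 1-aminoanthracene (50% saturated, PBS). Protein: horse-spleen apoferritin, 10 uM. Incubation: 10 min, room temperature. Detection: 380 nm excitation, 535 nm emission. Analysis: normalized response, four-parameter Hill.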
# BLM inh – qHTS Assay for Inhibitors of Bloom's syndrome helicase (BLM); recombinant BLM DNA unwinding, fluorescence dequenching; Potency, µM (doses to about 56.1 µM), for the others: at the top dose activity change, negative = inhibition, hits mostly inhibitors; 350,000 compounds, 0.2% hits; AID 2528, 2010;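 also: potency is read from the fitted curve at half-maximal effect; plate controls were vehicle for no effect and no enzyme for full effect; nearly all actives have a fitted effect of over 35% in size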
# * = called active by the depositor; ? = inconclusive; / = not tested or not shown; & = joins results of further samples; [ ] = remark or other dose. Unless noted, calls follow the shape of the dose curve; as a rule, active = well fitted curve in the direction sought with a large enough effect; inconclusive = small, poorly fitted or top-dose-only effect, or another doubt; inactive = no such curve, though single readings can be large; an effect the other way counts as inactive or inconclusive. A portion of the library; count on the stated rates, not on these rows.
SMILES,TRHR agonist,ERG Ets-DNA blk,Pol beta inh,APEX1 inh,POLK inh,Pol iota inh,ALOX12 inh,Anesthetic bind,BLM inh
CC(=O)Nc1nonc1-c1nnc(SCc2ccccc2)n1C,-1.7,0%,24%,/,-5%,6%,-26%,-8%,1%
COc1ccc(/C=C/C(=O)Nc2nnc(C(C)C)s2)cc1OC,0.6,3%,10%,4%,-5%,55%[activator],0%,5%,-1%
CC1CCCN(CC(O)CN)C1 (centres undefined),-0.1,-3%,13%,26%,-1%,21%,5%,-2%,3%
O=C1c2[nH]nc(-c3ccc(F)cc3)c2C(c2ccccc2F)N1c1ccccc1 (centres undefined),2.0,-2%,-23%,/,-8%,12%,?,?,-4%
CN(C)CCSc1nc(-c2ccccc2)nc2c1CCC2,-1.0,-8%,19%,13%,-13%,9%,-2%,-2%,50%[activator]
CCNCCCNCCCNCCCNCC,/,/,/,1%,-5%[19.4 µM],/,47%,/,-11%
c1ccc(-c2nnc(N3CCN(c4ccccc4)CC3)nc2-c2ccccc2)cc1,1.0,-2%,18%,17%,1%,61%[activator],0%,-9%,-1%
CCN(CC)S(=O)(=O)c1ccc(N=NC2=C(O)CCCC2=O)cc1,-0.1,0%,-4%[57.1 µM],0%,-2%,12%,-27%,-2%,2%
Cc1cc(C)c[n+](-c2nc3ccccc3nc2[N-]S(=O)(=O)c2ccc(Br)s2)c1,2.5,13%,14%,3%,-9%,40%[activator],-13%,-6%,2%
O=C(CCC1CCCNC1)c1ccccc1 (centres undefined),0.5,/,9%,18%,/,/,/,-3%,-1%
COc1ccc(/C=C/C(=O)NNC(=O)C(C)Oc2ccccc2F)cc1OC (centres undefined),/,-3%,/,-4%,9%,32%[activator],6%,/,/
CNS(=O)(=O)c1cccc(C(=O)Nc2cccc(Cl)c2)c1,0.0,-2%,25%,2%,-5%,?,0%,4%,-3%

# By substructure: those above containing an aryl thioether with sulfur outside any ring (2)
SMILES,TRHR agonist,ERG Ets-DNA blk,Pol beta inh,APEX1 inh,POLK inh,Pol iota inh,ALOX12 inh,Anesthetic bind,BLM inh
CC(=O)Nc1nonc1-c1nnc(SCc2ccccc2)n1C,-1.7,0%,24%,/,-5%,6%,-26%,-8%,1%
CN(C)CCSc1nc(-c2ccccc2)nc2c1CCC2,-1.0,-8%,19%,13%,-13%,9%,-2%,-2%,50%[activator]

# (more compounds)
SMILES,TRHR agonist,ERG Ets-DNA blk,Pol beta inh,APEX1 inh,POLK inh,Pol iota inh,ALOX12 inh,Anesthetic bind,BLM inh
Cc1nnc(NC(=O)c2ccc(S(=O)(=O)N3CC(C)OC(C)C3)cc2)o1 (centres undefined),0.1,-7%,-1%,37%,-10%,-2%,-11%,-6%,0%
CN(C)C(=O)CN1C(=O)NC2(CCCc3ccccc32)C1=O (centres undefined),-0.8,-2%,10%,49%[activator],-13%,23%,365%[activator],-2%,-1%
CCOC(=O)c1nnc(-c2ccc(C)cc2)nc1Oc1ccc(Cl)cc1Cl,/,10%,1%,-3%,-2%,14%,?,?,-1%
CCC(O)c1cc2c(cc1NC(=O)c1ccccc1F)OCCO2 (centres undefined),0.0,6%,9%,/,-5%[60.1 µM],-15%,-12%,57%[activator],-6%
COc1ccc(OC)c(CNC(=O)C2CCCN(C(=O)N(C)C)C2)c1 (centres undefined),0.3,-6%,29%,-4%,4%,17%,11%,-8%,-1%
CCn1cc(SCC(=O)Nc2cc(C)on2)c2ccccc21,0.0,-2%,-3%,1%,3%,5%,2%,-8%,-1%
COc1cccc(CNS(=O)(=O)c2c(C)[nH]c(C)c2C(=O)N2CCCC2)c1,0.6,9%,27%,41%,10%,16%,10%,7%,-3%
NS(=O)(=O)c1ccc2nc(NC(=O)CS(=O)(=O)c3ccc(F)cc3)sc2c1,1.3,9%,19%,-7%,-21%,-3%,-9%,-10%,-3%
Cc1cccc2c1-c1sc(C(=O)N3CCN(c4cccc(Cl)c4)CC3)cc1CO2,0.3,9%,0%,/,5%,38%,2%,65%[activator],-6%
Nc1nc(CN2CCCCCC2)nc(Nc2ccccc2)n1,0.5,-3%,-1%,-3%,-2%,14%,-6%,-7%,1%
Cc1ccc(CS(=O)(=O)c2ncc(Cl)c(C(=O)Nc3nnc(C(C)C)s3)n2)cc1,-0.1&-0.7,-6%&4%,55%&13%,-2%,8%&2%,?,-6%&1%,-12%&4%,-4%&0%
COc1ccc(/C=N/OCC(=O)Nc2nc3ccccc3s2)cc1,2.0,0%,-1%,-4%,-13%,23%,1%,?,-12%
CCc1cc2c(=O)c(Oc3ccccc3F)c(C)oc2c(CN(C)C)c1O,-0.3,-4%,21%,2%,8%,12%,-27%,528%[activator],-2%
CN(CC(=O)Nc1cccc(F)c1)C(=O)C1CC(=O)N(Cc2ccco2)C1 (centres undefined),-0.2,-4%,/,30%,-2%,38%[activator],10%,/,/
Cc1ccc(-c2nnc(SCC(=O)N/N=C/c3ccc(C(=O)O)cc3)n2C2CCCCC2)cc1,0.4,8%,15%,27%,-2%,-1%,-3%,0%,0%
O=C1CCCCN1CCC(=O)N1CCCC(N2CCN(c3ccccc3)CC2)C1 (centres undefined),0.4,-1%,8%,28%,-1%,36%[activator],-23%,-4%,0%
CCC(C)NC(=O)CSc1nnc(-c2ccc(Cl)cc2)n1N (centres undefined),-0.6,-1%,0%,4%,-4%,-10%,14%,-6%,3%
Cc1occc1C(=O)Nc1nnc(C(F)(F)F)s1,2.0,0%,1%,4%,0%,0%,4%,15%,-2%
O=c1c2ccccc2nc2n1C(CBr)CN2 (centres undefined),-0.5,12%,7%,-5%,-8%,60%[activator],17%,-3%,-2%
C/C(CC(=O)Nc1ccc(N(C)C)cc1)=N\NC(=O)c1ccc([N+](=O)[O-])cc1Cl,-2.0,-4%,-18%,1%,2%,156%[activator],0%,-22%,-7%
Cn1c(CNC(=O)CNS(=O)(=O)c2ccc(Br)cc2)cc(=O)n(C)c1=O,-1.5,10%,41%,12%,3%,2%,5%,-8%,-1%
COc1ccccc1/C=C/C(=O)c1c2c(c(C)[nH]c1=O)CCCC2,-0.6,2%,42%,7%,4%,-22%[58.9 µM],1%,-7%,-7%
CCCCC(CC)CNC(=O)c1ccc2c(=O)n(Cc3ccc(OC)cc3)c(=O)[nH]c2c1 (centres undefined),0.3,5%,18%,/,5%,6%,-20%,-10%,3%
CCCOC(=O)c1c(-c2ccc(C)cc2C)csc1NC(=O)C1C2CCC(O2)C1C(=O)O (centres undefined),-0.1,0%,-19%,-3%,-5%,23%,?,-10%,-1%
CCCN(CCC)S(=O)(=O)c1ccc(C(=O)Nc2nnc(-c3cc(OC)cc(OC)c3)o2)cc1,-1.1,-3%,17%,5%,5%,-4%,/,-1%,-2%
Cc1ccc(C)c(OCCC(=O)OCC(=O)NC2CC2)c1,-0.3,-27%,/,3%,-4%,28%,0%,/,/
CC(=O)c1sc2c(c1C)c(=O)n(-c1ccc(Cl)cc1)c(=O)n2Cc1ccc(Cl)cc1,0.5,-1%,-9%,/,-1%,20%,-16%,-11%,-4%
N#C/C(=C\c1c[nH]c2ccccc12)C(=O)NCC1CCCO1 (centres undefined),-0.9,12%,13%,-4%,-5%,38%[activator],?,-23%,2%
COCCN(C(=O)COC(=O)/C=C/c1cccc(C(F)(F)F)c1)c1c(N)n(CC(C)C)c(=O)[nH]c1=O,/,-8%,/,0%,-4%,100%[activator],?,/,/
Cc1ccc([C@@H]2C3COCC=C3C(C#N)=C(N)C2(C#N)C#N)o1 (some centres undefined),1.4,?,6%,?,?,?,-26%,-7%,-6%
CC(C)NC(=O)c1sc2c(c1C(=O)Nc1cccnc1)CCCC2,-0.1,-1%,1%,-3%,-13%,24%,0%,0%,-1%
O=C(c1ccc(OC2CCN(CCc3ccccc3)CC2)cc1)N1CCCCC1CCCO (centres undefined),0.2,1%,30%[activator],10%,-4%,23%,?,-21%,1%
Cc1ccc(N2C(=O)c3ccc(N)cc3C2=O)cc1C,4.5,-2%,14%,-1%,-16%,11%,0%,31%[activator],-2%
CC(=O)c1ccc(N2CCN(S(=O)(=O)c3ccc4ccccc4c3)CC2)cc1,0.2,-14%,/,-9%,11%,12%,2%,/,/
Fc1ccccc1OCCCCN1CCCCC1,0.4,-12%,35%,-10%,-19%,17%,?,-8%,-1%
CCCCn1c(SCC(=O)NC2CCS(=O)(=O)C2)nc2ccccc2c1=O (centres undefined),-0.8,1%,?,29%,1%,15%,-14%,-4%,-4%
CCc1ccc(N=C2NC(=O)/C(=C/c3ccc(OCC(=O)O)cc3)S2)cc1,0.6,10%,40µM*,?,?,?,?,-22%,-15%
COc1ccc(-c2oc3ncn4nc(COc5cccc(C)c5C)nc4c3c2-c2ccc(OC)cc2)cc1,-2.2,-7%,40%,/,-3%,-11%,-23%,-20%,-4%
COC(=O)[C@@H](NCc1cccc(CN[C@H](C(=O)OC)C(C)C)c1)C(C)C,-0.3,0%,58%,14%,-4%,19%,17%,-11%,0%

# Bioassay records: PubChem BioAssay, National Center for Advancing Translational Sciences (NCATS)
